Screening data as filed in PubChem.
DAX1 inh-1 = DAX1 (NR0B1) inhibition, primary screen | HEK293T StAR-luciferase reporter, SF-1/DAX-1 repression relief | inhibition, % at 6.8 µM | AID 652010 | hit rate 1.1% among 370,000;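 active = inhibition above the mean over all tested compounds plus 3 SD, cut at about 3.6% in these data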;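 note: 0% = DAX-1 cells with DMSO and 100% = cells lacking DAX-1 with DMSO; higher inhibition means more luminescence from relief of DAX-1 repression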
MBD2 DNA inh = inhibitors of human MBD2 binding to methylated oligonucleotide; inhibition, % at 4.4 µM; AID 686964; TR-FRET; hit rate 0.31% among 370,000; in the data active = inhibition above about 13%
PLC-beta3 inh = blocks human PLC-beta3 enzyme activity; Purified PLC-beta3, fluorogenic substrate, fluorescence; inhibition, % at 12.2 µM; hit rate 0.18% among 370,000; AID 720704; in the data active = inhibition above about 11%;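 note: 0% = median of compound wells on plate and 100% = full blocker control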
ssDAF-12 act = S. stercoralis DAF-12 activation, primary screen. HEK293 ssDAF-12/GRIP1 lit1-tk-luc reporter, luminescence; % of 3 µM dafachronic acid response. activation, % at 6.8 µM. hit rate 1% among 370,000. AID 652126;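 active = activation above the mean over all tested compounds plus 3 SD, cut at about 0.9% in these data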;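 note: 0% = DMSO-only wells and 100% = 3 µM delta7-dafachronic acid wells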
ADAM17 inh = inhibits human ADAM17; recombinant ADAM17, EDANS/DABCYL FRET peptide cleavage; inhibition, % at 6.95 µM; hit rate 0.83% among 370,000; AID 720648;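 active = inhibition above the mean of compounds lying between control limits plus 3 SD, set per campaign, cut at about 8.5% in these data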;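 note: 0% = DMSO-only wells as the low control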
Target sequence (P78536 215-824 limits assumed): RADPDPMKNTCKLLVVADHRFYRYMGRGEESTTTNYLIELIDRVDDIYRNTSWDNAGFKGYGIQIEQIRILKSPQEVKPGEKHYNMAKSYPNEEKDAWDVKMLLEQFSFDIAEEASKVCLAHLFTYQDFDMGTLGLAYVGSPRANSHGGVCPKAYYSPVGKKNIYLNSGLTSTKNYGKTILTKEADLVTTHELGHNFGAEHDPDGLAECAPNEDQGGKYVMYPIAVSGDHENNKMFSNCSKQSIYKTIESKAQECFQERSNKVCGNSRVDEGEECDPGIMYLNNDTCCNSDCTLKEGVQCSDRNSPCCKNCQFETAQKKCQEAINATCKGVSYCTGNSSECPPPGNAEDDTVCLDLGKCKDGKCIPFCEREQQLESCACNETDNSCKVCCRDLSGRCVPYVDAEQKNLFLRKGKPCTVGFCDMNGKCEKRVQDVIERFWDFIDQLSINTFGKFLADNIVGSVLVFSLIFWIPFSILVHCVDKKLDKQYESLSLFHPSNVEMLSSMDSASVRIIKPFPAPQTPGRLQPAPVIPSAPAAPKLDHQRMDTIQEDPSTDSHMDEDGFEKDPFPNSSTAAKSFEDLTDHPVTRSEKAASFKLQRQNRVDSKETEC
NR1D1 modulator = modulates human Rev-erb alpha binding to DNA. P20393. Rev-erbα–FITC-DNA binding, fluorescence polarization, 90 min. activity, % at 10 µM. hit rate 0.79% among 370,000;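 active = activity above about 14%, limit read from the data; passing the limit was not always enough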;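 note: 0% = DMSO wells with 35 nM protein and 100% = DMSO wells with 750 nM protein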
SMARCA2 activ = activators of SMARCA2 function. MG213 cells, MMTV-luciferase reporter, dexamethasone, overnight. hit rate 1% among 370,000. AID 652017. activation, % at 9.1 µM; in the data active = activation above about 7.8%;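 note: 0% = vehicle wells and 100% = reference activator wells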
hgDAF12 agonist = agonists of H. glycines DAF-12 nuclear receptor; HEK293 GAL4-hgDAF12 UAS-luciferase reporter, agonist luminescence; normalized to butyrate control; activation, % at 6.8 µM; hit rate 1.8% among 370,000; AID 687014;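 active = activation above a cutoff set at the mean of all screened compounds plus 3 SD, cut at about 10% in these data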;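 note: 0% = DMSO wells and 100% = sodium butyrate wells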
PLC-gamma1 inh = inhibitors of human phospholipase C gamma1. purified PLC-gamma1, fluorogenic substrate, fluorescence. inhibition, % at 12.2 µM. P19174. hit rate 0.84% among 370,000. AID 720700; in the data active = inhibition above about 9.5%
DAX1 inh-2 = inhibits human nuclear receptor DAX1; HEK293 Gal4-DAX1 luciferase reporter, luminescence; inhibition, % at 6.75 µM; hit rate 0.99% among 340,000; AID 504766;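 active = inhibition above the mean over all tested compounds plus 3 SD, cut at about 4.2% in these data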;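 note: 0% = DAX1-transfected cells with DMSO and 100% = empty-vector control cells with DMSO; inhibition shows as a rise in luminescence from relieved DAX1 repression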
Target sequence (P51843 207-470 limits assumed): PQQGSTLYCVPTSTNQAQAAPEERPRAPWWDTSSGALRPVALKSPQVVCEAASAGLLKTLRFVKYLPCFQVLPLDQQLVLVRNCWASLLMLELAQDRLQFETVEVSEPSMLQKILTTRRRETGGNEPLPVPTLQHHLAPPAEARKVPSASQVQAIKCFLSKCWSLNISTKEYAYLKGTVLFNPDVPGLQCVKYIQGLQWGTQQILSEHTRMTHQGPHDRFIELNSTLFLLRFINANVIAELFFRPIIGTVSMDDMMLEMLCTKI
hcDAF-12 act = activators of H. contortus DAF-12 nuclear receptor. activation, % at 6.8 µM. HEK293 hcDAF-12 lit1-tk-luc reporter, luminescence; 0% DMSO, 100% Δ7-dafachronic acid. hit rate 1.4% among 370,000;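 active = activation above the mean of all tested compounds plus 3 SD, cut at about 5.5% in these data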;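 note: 100% = response to 3 µM Δ7-dafachronic acid high control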
Active calls of the source: *; . = not tested or not shown.

SMILES	DAX1 inh-1	MBD2 DNA inh	PLC-beta3 inh	ssDAF-12 act	ADAM17 inh	NR1D1 modulator	SMARCA2 activ	hgDAF12 agonist	PLC-gamma1 inh	DAX1 inh-2	hcDAF-12 act
O=C(OCc1csc(Nc2ccccc2)n1)c1ccc(Cl)cc1	-0.2	1	4	-0.5	12*	3	-3	-0.2	-1	0.9	0.6
CC(Sc1nc2ccccc2s1)C(=O)c1c(N)n(C)c(=O)n(C)c1=O (stereo not drawn)	-0.5	-4	0	-1.8	0	4	-2	-1.3	3	1.2	0.5
CCNc1nc(Cl)nc(NNC(=O)C(C)Oc2ccccc2)n1 (stereo not drawn)	-0.1	1	1	-1.5	0	-1	-5	0.2	-2	-0.7	-1.5
COP(=O)(O)C(COCCC(CC(C)C)NC(=O)OCc1ccccc1[N+](=O)[O-])NC(=O)OCc1ccccc1 (stereo not drawn)	.	5	-3	-2.0	-7	6	.	5.9	-4	.	-0.2
CCCCn1nnnc1C(c1cc2ccccc2o1)N1CCN(C(=O)OC(C)(C)C)CC1 (stereo not drawn)	1.0	-4	-1	-1.3	-2	8	-1	-1.5	-2	.	-1.8
O=C(Nc1nccs1)c1cn2ccccc2n1	3.6	-7	-11	0.2	-5	2	6	15*	-3	0.4	5.8*
Cc1nc2ccccc2n1C(=O)c1ccccc1[N+](=O)[O-]	0.3	-5	2	0.0	0	-3	-1	2.2	-1	-1.0	-0.3
Cc1cc(OCc2cccc(S(=O)(=O)N3CCOCC3)c2)ccc1Cl	-0.1	-3	-2	-1.5	3	3	-2	2.2	0	0.4	-0.7
Cc1ccc(S(=O)(=O)N2CCCCC2)cc1NC(=O)CSc1ncn[nH]1	0.2	3	-2	-1.6	-1	2	-3	1.6	2	0.9	-1.2
CCCN1C2CCCC1CC(NC(=O)c1ccccc1Br)C2 (stereo not drawn)	0.3	-2	-4	-1.0	2	-3	-2	-0.2	8	1.0	-2.0
Cc1nc(C)c(C(=O)N2CCCC(C(=O)c3ccc(Cl)cc3C)C2)s1 (stereo not drawn)	-0.2	0	-8	-1.0	-1	-5	-3	-2.7	4	0.3	-1.2
COc1cc(/C=C2/SC(=S)N(CC(=O)O)C2=O)ccc1OCC(=O)Nc1ccc(C)c(C)c1	0.4	0	-5	-0.7	3	2	-1	0.2	1	0.1	-1.0
Cc1cc(C)c(S(=O)(=O)NCC(c2ccc3c(c2)OCO3)N2CCOCC2)c(C)c1 (stereo not drawn)	1.7	1	-4	-0.2	-1	4	-1	3.2	-3	-0.1	1.1
O=C(COC(=O)CCC1CCCC1)Nc1cccc(S(=O)(=O)N2CCOCC2)c1	-1.8	-2	1	-0.9	0	2	0	0.1	2	-0.9	-0.7
C/C(=N\N=C1\NC(=O)CS1)c1cccs1	0.9	-4	6	-1.2	11*	2	-2	2.1	13*	1.8	0.4
COc1ccc([C@H]2CC(=O)C=C(c3cc(C=O)ccc3OC)C2)cc1OC	-0.1	4	0	-1.5	-2	3	1	-0.2	0	0.0	-0.9
FC(F)Oc1ccc(-c2csc(=Nc3cccnc3)n2CC2CCCO2)cc1 (stereo not drawn)	-2.3	0	3	-1.9	0	-2	-4	-4.9	2	-3.2	-6.1
COc1cccc(Nc2ncccc2C(=O)O)c1	0.9	2	0	0.4	-6	2	0	3.7	-1	1.8	0.9
CCOC(=O)N/N=C/C(Cl)=C/c1ccccc1	0.9	1	-4	-1.0	-9	2	2	6.2	0	0.3	2.1
Oc1ccc(Cl)cc1CNc1cccc2cccnc12	-1.5	-17	-24	-1.2	-1	-11	-2	-5.6	-10	-3.8	-0.2
CCOCC(=O)Nc1ccc(S(=O)(=O)N2CCC(c3nc4ccccc4[nH]3)CC2)cc1	-0.5	1	-8	-1.3	-2	2	0	-0.6	-1	-1.7	0.0
CCOc1ccccc1NC(=O)c1cccc(S(=O)(=O)N(Cc2ccccc2)c2ccccc2OC)c1	-0.8	2	-11	-1.2	4	-1	-5	-3.0	-14	-0.1	-3.1
CCOC(=O)c1cn(Cc2cccc(Cl)c2)nn1	-0.5	0	0	-1.4	-3	4	3	-2.5	0	-0.2	-2.4
COc1ccc(C(=O)OCCOc2cccc(Cl)c2)cc1S(=O)(=O)N1CCOCC1	-1.6	-1	-8	-1.3	-1	4	-1	0.7	-4	-0.8	-2.3
CNC(=O)c1sc(-c2cccs2)nc1C	-0.6	-5	-86	-1.8	-74	-1	2	-0.1	-54	-0.5	1.8

Profiles, quoted from the list.
COc1cc(/C=C2/SC(=S)N(CC(=O)O)C2=O)ccc1OCC(=O)Nc1ccc(C)c(C)c1 in the list: DAX1 inh-1 = 0.4; MBD2 DNA inh = 0; PLC-beta3 inh = -5; ssDAF-12 act = -0.7; ADAM17 inh = 3; NR1D1 modulator = 2; SMARCA2 activ = -1; hgDAF12 agonist = 0.2; PLC-gamma1 inh = 1; DAX1 inh-2 = 0.1; hcDAF-12 act = -1.0
CCNc1nc(Cl)nc(NNC(=O)C(C)Oc2ccccc2)n1 (stereo not drawn) in the list: DAX1 inh-1 = -0.1; MBD2 DNA inh = 1; PLC-beta3 inh = 1; ssDAF-12 act = -1.5; ADAM17 inh = 0; NR1D1 modulator = -1; SMARCA2 activ = -5; hgDAF12 agonist = 0.2; PLC-gamma1 inh = -2; DAX1 inh-2 = -0.7; hcDAF-12 act = -1.5
Cc1cc(OCc2cccc(S(=O)(=O)N3CCOCC3)c2)ccc1Cl in the list: DAX1 inh-1 = -0.1; MBD2 DNA inh = -3; PLC-beta3 inh = -2; ssDAF-12 act = -1.5; ADAM17 inh = 3; NR1D1 modulator = 3; SMARCA2 activ = -2; hgDAF12 agonist = 2.2; PLC-gamma1 inh = 0; DAX1 inh-2 = 0.4; hcDAF-12 act = -0.7

hcDAF-12 act, hit marks shown above
SMILES | DAX1 inh-1 | MBD2 DNA inh | PLC-beta3 inh | ssDAF-12 act | ADAM17 inh | NR1D1 modulator | SMARCA2 activ | PLC-gamma1 inh | DAX1 inh-2 | hcDAF-12 act
O=C(Nc1nccs1)c1cn2ccccc2n1 | 3.6 | -7 | -11 | 0.2 | -5 | 2 | 6 | -3 | 0.4 | 5.8*

Next entries:
SMILES	DAX1 inh-1	MBD2 DNA inh	PLC-beta3 inh	ssDAF-12 act	ADAM17 inh	NR1D1 modulator	SMARCA2 activ	hgDAF12 agonist	PLC-gamma1 inh	DAX1 inh-2	hcDAF-12 act
CCC(C)c1ccc(NC(=O)c2cnn3c(C(F)F)cc(C)nc23)cc1 (stereo not drawn)	-0.1	3	-4	-0.6	-4	1	2	-2.8	-2	.	-1.4
O=C(CCSc1ccccn1)c1ccccc1	-0.2	-3	7	-1.1	2	5	4	2.0	3	0.0	-1.7
O=C(O)CNc1nc(-c2ccccc2)nc2ccccc12	-0.1	-5	-1	-0.9	-4	1	-3	1.5	-2	-0.7	0.1
COC(=O)CC(=O)N1CCN(c2ccc(Cl)c(Cl)c2)CC1	0.6	-1	0	-1.1	-3	-4	-4	-2.1	1	0.5	-2.7
Cc1oc(-c2ccccc2Cl)nc1Cn1cccc1C1=NC(c2ccccc2)CO1 (stereo not drawn)	0.1	-2	2	-0.4	1	2	-3	-0.6	4	-0.8	-0.4
CC(=O)Nc1ccc(NC(=O)c2sc(-c3ccccc3)nc2C)cc1	-0.6	-2	3	-1.4	3	-3	-2	-2.7	1	0.7	-0.2
CCCNC(=O)c1ccc(OC)cc1OC	0.4	0	6	-0.9	-1	-4	0	6.3	4	-1.4	-1.5
CS(=O)(=O)c1ccc(Cl)c(NC(=O)COC(=O)CNC(=O)c2sc3ccccc3c2Cl)c1	1.8	-2	-9	-0.8	-4	9	-1	-0.9	1	-0.1	-0.9
Cn1cc(C(=O)NCN2CCCCC2)c2ccccc21	0.0	-2	2	-1.2	-3	1	0	0.2	3	1.0	-1.0
FC(F)(F)c1cccc(NC(=S)NCC(c2cccnc2)N2CCOCC2)c1 (stereo not drawn)	0.1	9	-2	-1.6	-2	3	-3	-0.3	4	-0.4	-1.0
CCOC(=O)N1CCN(C(=O)c2cc(COc3cccc(C(C)=O)c3)on2)CC1	1.0	-2	-9	-1.0	-5	-9	1	4.4	-1	-0.1	2.0
O=C(CC(Cc1ccccc1)c1ccco1)NCc1ccco1 (stereo not drawn)	-0.4	2	-10	-0.7	1	-8	-1	-1.8	-2	0.7	2.6
O=C(CC(c1ccccc1)c1ccccc1)N1CCN(c2ccccn2)CC1	-1.2	-3	-5	-1.8	-3	1	-3	1.0	-1	-0.1	-0.7
COc1ccc(C(O)(C2CCCCC2)C(CN2CCOCC2)c2ccccc2)cc1 (stereo not drawn)	-1.2	5	-3	-1.0	1	6	0	-1.2	5	-1.1	-1.6
O=C(Nc1ccc(Cl)c(S(=O)(=O)N2CCOCC2)c1)c1n[nH]c(=O)c2ccccc12	0.0	-5	-2	-0.8	2	3	-2	1.4	2	0.6	-0.4
Cn1c(=O)c2c(nc(CN3CCN(c4ccccc4F)CC3)n2CCCc2ccccc2)n(C)c1=O	0.4	0	0	-1.4	-3	1	-2	-0.6	1	0.4	-1.2
CCC(=O)Nc1ccccc1C(=O)N1CCN(Cc2ccccc2)CC1	0.7	2	1	-0.8	3	6	0	-0.1	2	1.5	-1.1
O=C(NCCCN1CCCC1=O)c1cc2c(s1)CCCCC2	0.5	2	-10	0.5	-5	-1	-2	1.4	0	0.8	0.2
COc1ccc(NC(=O)CSCC(=O)N(C)CCOc2ccc(Cl)cc2)cc1	-0.7	4	-8	-1.6	3	-4	0	-1.3	-2	-1.3	-1.1
COc1ccc2nc(C)cc(SCC(=O)N/N=C/c3ccc(O)c(O)c3)c2c1	0.4	-4	-1	-1.3	0	3	-1	-1.7	-2	-1.2	-1.2
CCOC(=O)c1ccccc1NC(=O)CSc1nc2ccncc2[nH]1	-0.2	-4	-21	-0.8	-13	6	-1	0.3	-14	-0.4	-0.8
O=C(CSc1nnc(-c2ccc(F)cc2)c2ccccc12)Nc1ccccc1	-0.5	3	-1	0.0	2	5	-4	-3.2	-1	0.0	-0.4
CC1CC(C)(C)NCCNC(C)CC(C)(C)NCCN1 (stereo not drawn)	-0.2	0	2	-0.4	-4	-5	-1	0.3	-1	1.1	-0.3

An excerpt from above, showing only PLC-beta3 inh, PLC-gamma1 inh and ssDAF-12 act.
Compound | PLC-beta3 inh | PLC-gamma1 inh | ssDAF-12 act
FC(F)(F)c1cccc(NC(=S)NCC(c2cccnc2)N2CCOCC2)c1 (stereo not drawn) | -2 | 4 | -1.6
CCOC(=O)N1CCN(C(=O)c2cc(COc3cccc(C(C)=O)c3)on2)CC1 | -9 | -1 | -1.0
O=C(CC(Cc1ccccc1)c1ccco1)NCc1ccco1 (stereo not drawn) | -10 | -2 | -0.7
